Bioassay records as filed in PubChem BioAssay.
DAX1 inh-1: NR0B1 (DAX1) inhibition | P51843 | HEK293 Gal4-DAX1 luciferase reporter, luminescence | inhibition, % at 6.75 µM | hit rate 0.99% among 340,000 | AID 504766;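 active = inhibition above the mean over all tested compounds plus 3 SD, cut at about 4.2% in these data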;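 note: 0% = DAX1-transfected cells with DMSO and 100% = empty-vector control cells with DMSO; inhibition shows as a rise in luminescence from relieved DAX1 repression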
PLC-beta3 inh: inhibitors of human phospholipase C beta3. Q01970. inhibition, % at 12.2 µM. Purified PLC-beta3, fluorogenic substrate, fluorescence. hit rate 0.18% among 370,000; in the data active = inhibition above about 11%;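 note: 0% = median of compound wells on plate and 100% = full blocker control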
ssDAF12 agonist: activates DAF-12 receptor from parasite S. stercoralis. HEK293 ssDAF-12/GRIP1 lit1-tk-luc reporter, luminescence; % of 3 µM dafachronic acid response. activation, % at 6.8 µM. hit rate 1% among 370,000. AID 652126;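 active = activation above the mean over all tested compounds plus 3 SD, cut at about 0.9% in these data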;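 note: 0% = DMSO-only wells and 100% = 3 µM delta7-dafachronic acid wells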
ADAM17 inh: inhibitors of human ADAM17. recombinant ADAM17, EDANS/DABCYL FRET peptide cleavage. AID 720648. inhibition, % at 6.95 µM. P78536. hit rate 0.83% among 370,000;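 active = inhibition above the mean of compounds lying between control limits plus 3 SD, set per campaign, cut at about 8.5% in these data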;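 note: 0% = DMSO-only wells as the low control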
ADAM10 inh: inhibits human ADAM10; recombinant ADAM10, EDANS/DABCYL FRET peptide cleavage, 3 h; inhibition, % at 7 µM; O14672; hit rate 0.62% among 370,000;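 active = inhibition above a per-campaign cutoff equal to the mean of compounds falling between control-based bounds plus 3 SD, cut at about 20% in these data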;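 note: 0% = DMSO wells while the 100% control is not disclosed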
Target sequence (O14672 214-748 limits assumed): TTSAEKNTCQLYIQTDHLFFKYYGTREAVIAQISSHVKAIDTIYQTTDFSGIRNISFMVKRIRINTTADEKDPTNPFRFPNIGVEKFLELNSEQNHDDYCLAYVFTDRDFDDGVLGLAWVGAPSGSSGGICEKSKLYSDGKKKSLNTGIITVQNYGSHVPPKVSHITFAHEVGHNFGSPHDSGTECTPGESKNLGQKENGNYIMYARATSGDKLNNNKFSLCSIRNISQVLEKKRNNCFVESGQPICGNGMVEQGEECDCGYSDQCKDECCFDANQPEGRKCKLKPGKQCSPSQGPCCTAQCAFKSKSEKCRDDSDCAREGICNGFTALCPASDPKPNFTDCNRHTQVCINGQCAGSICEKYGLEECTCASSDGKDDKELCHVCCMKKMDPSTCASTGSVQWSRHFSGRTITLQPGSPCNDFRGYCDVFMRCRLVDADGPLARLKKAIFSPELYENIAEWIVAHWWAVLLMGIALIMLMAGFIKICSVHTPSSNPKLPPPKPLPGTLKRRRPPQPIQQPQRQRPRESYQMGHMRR
GAA850 FXN act: increases GAA850 frataxin promoter reporter activity. HEK293 lucGAA850 FXN promoter luciferase reporter, 24 h; percent of 10 µM SAHA response. activation, % at 6 µM. hit rate 0.56% among 360,000. AID 540364;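 active = activation above the average of all compounds screened plus 3 SD, cutoff fixed separately per campaign, cut at about 7.5% in these data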;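 note: 0% = DMSO wells and 100% = 10 µM SAHA wells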
PLC-gamma1 inh: blocks human PLC-gamma1 enzyme activity | P19174 | purified PLC-gamma1, fluorogenic substrate, fluorescence | inhibition, % at 12.2 µM | hit rate 0.84% among 370,000 | AID 720700; in the data active = inhibition above about 9.5%
hcDAF12 agonist: activates DAF-12 receptor from parasite H. contortus. hit rate 1.4% among 370,000. HEK293 hcDAF-12 lit1-tk-luc reporter, luminescence; 0% DMSO, 100% Δ7-dafachronic acid. activation, % at 6.8 µM;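 active = activation above the mean of all tested compounds plus 3 SD, cut at about 5.5% in these data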;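 note: 100% = response to 3 µM Δ7-dafachronic acid high control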
DAX1 inh-2: inhibitors of DAX1 repression of SF-1 activated StAR promoter; HEK293T StAR-luciferase reporter, SF-1/DAX-1 repression relief; inhibition, % at 6.8 µM; AID 652010; hit rate 1.1% among 370,000;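 active = inhibition above the mean over all tested compounds plus 3 SD, cut at about 3.6% in these data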;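 note: 0% = DAX-1 cells with DMSO and 100% = cells lacking DAX-1 with DMSO; higher inhibition means more luminescence from relief of DAX-1 repression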
sPLA2-III inh: Inhibits HGIII-sPLA2 liposome hydrolysis, primary screen. Q9NZ20. QFRET BODIPY PC-A2 liposome hydrolysis, fluorescence. inhibition, % at 12.2 µM. hit rate 0.56% among 370,000;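 active = inhibition above mean plus 3 SD of compounds lying within the high and low control bounds, cut at about 19% in these data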;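 note: 0% = median of test compound wells and 100% = no enzyme DMSO wells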
Target sequence (Q9NZ20 whole entry, looked up): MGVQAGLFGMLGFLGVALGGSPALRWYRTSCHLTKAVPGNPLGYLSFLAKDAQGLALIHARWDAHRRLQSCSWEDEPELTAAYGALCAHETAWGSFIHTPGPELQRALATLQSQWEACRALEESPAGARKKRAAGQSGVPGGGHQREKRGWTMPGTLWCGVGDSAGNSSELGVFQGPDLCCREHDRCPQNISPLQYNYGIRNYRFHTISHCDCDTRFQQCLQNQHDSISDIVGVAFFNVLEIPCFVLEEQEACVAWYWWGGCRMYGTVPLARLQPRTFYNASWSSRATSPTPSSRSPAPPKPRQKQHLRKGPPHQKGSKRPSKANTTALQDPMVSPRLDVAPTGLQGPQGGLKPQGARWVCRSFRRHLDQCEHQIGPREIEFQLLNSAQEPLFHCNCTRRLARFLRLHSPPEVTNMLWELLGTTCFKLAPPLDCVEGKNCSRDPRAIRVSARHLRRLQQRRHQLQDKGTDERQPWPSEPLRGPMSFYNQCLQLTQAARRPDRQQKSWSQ
hgDAF12 agonist: activates the H. glycines DAF-12 receptor ligand-binding domain; hit rate 1.8% among 370,000; HEK293 GAL4-hgDAF12 UAS-luciferase reporter, agonist luminescence; normalized to butyrate control; activation, % at 6.8 µM;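 active = activation above a cutoff set at the mean of all screened compounds plus 3 SD, cut at about 10% in these data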;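 note: 0% = DMSO wells and 100% = sodium butyrate wells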
* = called active by the depositor; i = inactive; . = not tested or not shown.

SMILES	DAX1 inh-1	PLC-beta3 inh	ssDAF12 agonist	ADAM17 inh	ADAM10 inh	GAA850 FXN act	PLC-gamma1 inh	hcDAF12 agonist	DAX1 inh-2	sPLA2-III inh	hgDAF12 agonist
CCN1CCN(CCC(=O)Nc2ccc(Br)c(C)c2)CC1	3.2	-4.2	-1.1	-1.5	5.2	0.6	2.1	0.3	-0.4	1.6	3.8
O=C(NCC(c1ccco1)N1CCN(c2ccccc2)CC1)OCc1ccccc1 (centres undefined)	-0.4	2.4	-1.2	0.1	-7.4	1.8	0.0	-1.6	0.1	-12.3	-0.2
Cc1ccc(-c2cc(C(F)(F)F)c(C#N)c(=O)[nH]2)cc1	2.2	-118.5	-0.4	-273.1	i	3.4	-87.1	4.1	-0.4	0.7	-0.8
C/C=C/c1cc(CN2CCN(c3ccccc3)CC2)c(O)c(OC)c1	0.0	2.1	-1.4	1.9	6.0	1.8	0.5	-1.4	-1.0	7.5	-4.1
O=C(CCn1c(=O)[nH]c2ccsc2c1=O)N1CCc2ccccc2C1	-1.6	-1.4	-1.1	-5.6	-2.7	0.8	0.6	-1.8	-0.8	8.6	-0.3
N=C(N)SCc1cccc2ccccc12	-1.2	1.7	-1.8	-0.8	-1.9	-1.4	0.8	-3.6	-2.5	35.3*	-3.8
CCN1CCN(C(c2ccccc2OC)c2nnnn2C2CCCCC2)CC1 (centres undefined)	-0.1	3.0	-1.1	-0.5	2.5	-0.8	0.7	0.5	0.6	-3.5	0.2
COc1ccc(C(=O)Nc2ccccc2C(=O)Nc2ccccc2)cc1	1.3	3.0	-0.4	0.2	0.5	2.0	-0.4	1.7	0.4	-1.6	0.2
Cc1sc2nc(CSC(C)C(=O)Nc3cc(S(C)(=O)=O)ccc3Cl)[nH]c(=O)c2c1C (centres undefined)	0.0	-59.0	-0.6	-3.2	-17.2	-6.6	-55.0	-0.1	-0.8	3.5	-0.3
CCOc1ccc(CCNC(=O)c2cc3ccsc3n2C)cc1OC	.	-0.4	-1.4	5.8	6.7	.	5.3	-3.2	-1.3	-5.1	-1.2
Cc1ccc(NS(=O)(=O)c2ccc(C(=O)NCCCN3CCCC3=O)cc2)cc1	-2.8	-1.9	-1.1	-1.0	-6.8	-0.5	1.4	-1.8	-2.6	6.8	-2.1
COc1ccc(C2(O)C(=O)Nc3ccc(C)cc32)cc1 (centres undefined)	0.6	-0.2	-1.2	-3.0	1.9	0.2	2.2	2.2	-0.1	-4.8	3.6
COc1ccc(N=C2C(=O)Nc3c(C)cccc32)cc1	0.9	-0.7	-0.3	-4.0	9.0	0.7	-0.4	1.5	0.4	6.3	1.0
c1ccc(-n2cnnc2SCc2nc3ccccc3s2)cc1	3.0	-22.1	1.0*	-4.8	-10.6	7.8*	-16.2	4.6	1.4	-5.5	7.2
CC(=O)c1cccc(NC(=O)N2CCC(NC(=O)C3CCCCC3)CC2)c1	0.9	0.5	-1.1	-2.0	1.9	0.2	-2.5	-1.5	-0.2	-3.3	1.3
COc1ccc(-c2nc(N)nc(N)n2)c(O)c1	1.6	-37.9	-0.7	-1.3	0.7	-0.2	-23.2	2.7	0.1	7.0	5.7
Cc1ccc(Nc2nc(N)nc(CSc3nc(C)cc(C)n3)n2)cc1	-1.5	3.8	-1.2	2.5	6.7	3.4	4.2	-1.3	1.1	-6.8	-2.7
CC(O)(c1ccccc1)c1nc(-c2cccc(F)c2)cs1 (centres undefined)	.	4.5	-1.5	2.0	13.6	0.4	0.8	-0.8	-0.5	-22.3	-2.5
CCOc1ccccc1Nc1nc(-c2cccnc2)cs1	0.7	-7.6	-1.2	-3.4	-6.0	2.1	-4.0	0.0	-0.8	1.1	3.1
Cc1noc(C)c1CC(=O)Nc1ccc2c(c1)OCO2	1.2	-9.5	-0.5	-4.1	-6.4	1.7	-3.5	2.2	0.9	6.2	2.0
Cn1ncc2c(Nc3ccc([N+](=O)[O-])cc3)nc(Cl)nc21	-0.4	-1.8	-0.9	3.3	19.4	1.6	6.5	-1.2	-0.4	-4.2	0.0
O=C(N[C@H](C(=O)N1CCC[C@H]1C(=O)NC1CCCC1)C1CCCCC1)c1ccc(Cl)cc1Cl	.	3.7	-1.6	-0.9	0.1	.	0.4	1.4	-0.2	-4.6	-4.5
O=C(NCc1ccccc1Cl)c1cc2c(s1)CS(=O)(=O)C2	0.0	-7.2	-1.1	-3.3	5.8	0.4	-0.9	-1.1	0.1	-2.4	-1.2
COc1ccc(C(=O)CN2C(=O)c3ccccc3C2=O)c(OC)c1	0.1	-4.1	-0.3	-5.7	-3.2	3.5	0.8	-0.3	1.4	9.4	0.6
CC(C)(C)NC(=O)COC(=O)c1snc(C(=O)NC2CCCCC2)c1N	-3.7	-78.6	-2.1	-104.4	-358.2	-1.1	-72.6	-3.9	-2.8	2.1	-6.0
Cc1noc(C)c1S(=O)(=O)N(C)C[C@H]1Oc2ccc(NC(=O)NC(C)C)cc2C(=O)N([C@H](C)CO)C[C@@H]1C	1.5	-0.5	-0.8	-5.5	-6.2	1.5	-3.4	-1.6	-0.2	3.8	0.2
COc1ccc(C2=NN(C(=O)CSc3nc(=O)n4ccc(C)cc4n3)C(c3ccc(C)cc3)C2)cc1 (centres undefined)	0.7	-4.8	0.1	-2.1	-4.7	1.5	-0.3	-0.4	1.1	-9.1	-1.2
COc1ccc(C#Cc2ccc3c(c2)O[C@@H](CN(C)C(=O)Nc2cccc(OC)c2)[C@H](C)CN([C@@H](C)CO)S3(=O)=O)cc1	-0.3	-105.8	-1.4	-14.2	-59.8	-6.2	-77.9	-2.7	-3.4	-29.8	-5.0
O=C(COc1ccc2c3c(c(=O)oc2c1)CCCC3)NCC(O)c1ccccc1 (centres undefined)	-0.2	-8.2	-1.2	-9.8	-35.1	1.6	-1.6	2.2	-2.8	6.1	5.0
Cc1nc2c(C)cccn2c(=O)c1NC(=O)c1ccc(Br)o1	-0.9	-5.1	-0.8	0.1	-3.1	-1.7	-0.6	-0.6	0.0	0.1	0.0

Quoted from above (2 entries):
SMILES	DAX1 inh-1	PLC-beta3 inh	ssDAF12 agonist	ADAM17 inh	ADAM10 inh	GAA850 FXN act	PLC-gamma1 inh	hcDAF12 agonist	DAX1 inh-2	sPLA2-III inh	hgDAF12 agonist
COc1ccc(-c2nc(N)nc(N)n2)c(O)c1	1.6	-37.9	-0.7	-1.3	0.7	-0.2	-23.2	2.7	0.1	7.0	5.7
Cc1ccc(Nc2nc(N)nc(CSc3nc(C)cc(C)n3)n2)cc1	-1.5	3.8	-1.2	2.5	6.7	3.4	4.2	-1.3	1.1	-6.8	-2.7

(more compounds)
SMILES	DAX1 inh-1	PLC-beta3 inh	ssDAF12 agonist	ADAM17 inh	ADAM10 inh	GAA850 FXN act	PLC-gamma1 inh	hcDAF12 agonist	DAX1 inh-2	sPLA2-III inh	hgDAF12 agonist
O/C(=C\Sc1nnc(Cc2ccccc2)o1)c1ccc(Br)cc1	-0.8	3.5	-1.2	-0.3	4.3	0.8	1.3	-2.5	-0.1	-2.7	0.4
Cc1ccc(-c2nc(C=Nc3cccc(C)c3)c(O)o2)cc1	-0.1	0.3	-0.7	-1.9	-7.0	2.8	0.4	0.9	-0.3	-5.8	8.2
Cc1ccc(CN2C(=O)CCC2C(=O)NCCCN2CCCCC2C)cc1 (centres undefined)	0.2	-0.1	-1.1	0.8	-0.3	1.4	1.0	0.7	-0.1	-4.9	0.6
CC(C)c1ccc(NC(=O)C2Cc3c(-c4cccc(F)c4)ccnc3O2)cc1 (centres undefined)	.	-8.2	-1.8	5.7	1.1	-6.3	5.2	-3.1	-2.8	-17.1	-6.7
CCN1CCN(c2ccc(S(=O)(=O)N3CCOCC3)cc2NC(=O)CCC(C)C)CC1	0.2	-3.3	-0.9	-2.5	0.0	-0.6	2.6	-1.2	1.9	-7.9	3.1
NS(=O)(=O)c1ccc(-n2nncc2C23CC4CC(CC(C4)C2)C3)cc1	-0.2	7.0	-0.9	3.0	11.3	0.0	4.5	0.4	1.9	-18.0	-0.7
O=C(CN1CCN(C(=O)N2CCCCC2)CC1)Nc1ccc(F)cc1	-1.6	-1.9	-1.0	-2.5	-6.2	0.1	10.8*	-1.1	-0.9	7.5	-1.1
CCOC(=O)c1ccc(-c2ccc(C=O)o2)cc1	1.0	-13.5	-0.3	-18.7	-29.5	1.2	-5.3	3.7	0.4	8.9	8.8
CCCCN(C(=O)c1ccc(Cl)cc1)C1CC2CCC(C1)N2C (centres undefined)	-0.5	4.4	-1.0	-0.1	-0.7	-2.4	2.9	0.0	1.4	-6.7	0.2
CN(C1CCCCC1)S(=O)(=O)c1cccc2nsnc12	0.0	3.0	-1.6	0.5	-7.2	1.5	-4.0	-2.2	-1.8	-3.4	-0.2
NC(=O)CSc1nnc(-c2ccc(S(=O)(=O)N3CCOCC3)cc2)n1Cc1ccccc1	0.1	4.3	-0.9	-8.2	-1.1	1.3	1.3	-1.5	-0.1	5.7	-1.3
Cc1ccccc1OCC(O)CN1CCN(C)CC1 (centres undefined)	-0.4	3.4	-0.6	1.4	10.2	1.8	2.2	0.7	0.2	0.0	1.6
CCc1nc(SCC(=O)Nc2nnc(CC)s2)c2c(C)c(C)sc2n1	-0.9	2.3	-1.5	-0.3	-7.3	2.2	0.5	1.4	-0.2	-5.5	-3.8
CC(C)(C)n1nc2c(c1NC(=O)c1ccc(S(=O)(=O)N3CCCC3)cc1)CS(=O)C2 (centres undefined)	-0.6	5.2	-1.2	-1.6	-1.5	-1.3	1.0	-0.9	-0.7	4.6	-0.9
COC(=O)C1=C(C)N(Cc2ccccc2C(F)(F)F)C(=NCc2ccc(C(F)(F)F)cc2)NC1c1cccc(F)c1 (centres undefined)	.	-1.9	-0.9	-3.5	-6.0	.	1.0	0.9	0.5	6.0	-1.2
CCCCN(C(=O)c1cc(-c2ccc(F)cc2)nc2ccccc12)c1c(N)n(CCCC)c(=O)[nH]c1=O	-0.9	-24.4	0.7	-12.0	-22.1	-2.7	-11.2	2.3	0.5	1.0	1.2
O=C(CSCC(=O)OCC(=O)c1ccc(Br)cc1)Nc1ccc(Br)cc1	-0.1	1.7	-0.8	-0.8	5.5	-0.4	-0.8	-1.1	0.1	-34.8	0.3
CC(=O)Cn1nnc2sc(-c3ccccc3)cc2c1=O	3.6	-77.8	-0.1	-188.7	i	4.9	-77.0	4.6	2.7	-3.3	12.8*
COc1ccccc1C(=O)Nc1nc(-c2cccs2)c(NC(C)=O)s1	2.0	-123.1	-0.7	-38.8	-93.6	1.3	-96.3	-0.8	0.0	5.9	3.8
O=[N+]([O-])c1ccccc1OCCN1CCOCC1	0.5	0.8	-0.4	-1.9	-3.6	0.8	-0.7	-0.8	0.2	2.6	-1.4
CC1(C)C(C=C(Cl)Cl)C1C(=O)NC(O)C(=O)c1ccccc1 (centres undefined)	-1.4	-1.4	-0.1	-1.6	9.4	0.7	6.9	0.6	-0.2	-2.2	-0.4
Nc1nc2c(ncn2[C@@H]2O[C@H](CNCC3=Cc4cc(O)ccc4OC3)[C@@H](O)[C@H]2O)c(=O)[nH]1	.	-1.4	-1.0	0.9	-4.0	.	-2.8	-2.6	-1.2	0.1	1.4
C(=C\c1ccccc1)/CN1CCN(c2ncnc3c2oc2ccccc23)CC1	-1.5	-14.2	-2.7	1.9	-0.2	-2.8	-3.4	-2.0	-2.4	-29.1	-5.8
